NFkB transloc inh: blocks IL-1B driven NFkB nuclear translocation in HUVEC cells; HUVEC IL-1B NFkB p65 nuclear translocation imaging; inhibition, % at 2 µM; actives 0.43% (n = 94,000); AID 796;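 active = inhibition above about 30% together with a positive call from visual inspection of the well image, limit read from the data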;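 note: nuclear over cytoplasmic p65 intensity ratio measured by imaging; 0% = IL-1B stimulated DMSO wells and 100% = unstimulated DMSO wells; values of inactives mirror those of a sister screen read the other way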
PLAP inhibitors HTS: inhibition of human placental alkaline phosphatase – biochemical, luminescence, HTS (AID 690). purified PLAP, luminescent substrate; higher % means a stronger effect. inhibition, % at 20 µM; hits with a dose series show IC50 in µM. actives 0.08% (n = 96,000); in the data active = a potency from the dose series; inactive = the rest, 99 in 100 with inhibition below about 30%; note: strong numbers were not always called active
Bcl-B TR3 displacers: displacers of TR3 peptide from Bcl-B, primary screen, selectivity assay for Bfl-1 inhibitor project, biochemical, fluorescence polarization; FP displacement of FITC-TR3 peptide from Bcl-B; higher % means a stronger effect; displacement, % at 20 µM; hits with a dose series show IC50 in µM; actives 0.11% (n = 96,000);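 active = displacement above 50% at 20 µM plus a fluorescence interference ratio under 1.5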;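 note: plate controls were wells without compound for no effect and wells lacking Bcl-B protein for full effect; a part of the inactive calls stands beside numbers as strong as those of hits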
IL1B NFkB pot: enhances IL-1B driven NFkB nuclear translocation; HUVEC IL-1B NFkB p65 nuclear translocation imaging; activation, % at 2 µM; actives 0.3% (n = 94,000); AID 819;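 active = activation above 40%, about the mean plus 3 SD, also judged a hit on visual image review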;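 note: percent activation is computed from the nuclear over cytoplasmic p65 intensity ratio; values of inactives mirror those of a sister screen read the other way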
MRP resist rev: compounds reversing MRP-mediated drug resistance; H69AR cells + 2 uM doxorubicin, CellTiter-Glo, 72 h; actives 0.04% (n = 85,000); differential viability (reversal), % at 10 µM;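 active = viability drop by adding the cancer drug above about 55%, with treated viability meeting a 40% cutoff, limit read from the data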;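 note: viability without doxorubicin minus viability with 2 µM doxorubicin for each compound; larger differential means the compound sensitizes cells more to doxorubicin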
MRP resist rev cytotoxicity: recorded beside MRP resist rev, whose call it bears; viability, %; H69AR cells, CellTiter-Glo, 72 h; measured here: cytotoxicity without doxorubicin
MRP resist rev with doxorubicin: further read-out of MRP resist rev, marked with its call; viability, %; measured here: viability with 2 uM doxorubicin; hits give low values
NFkB transloc inh cell count 2 µM: second read-out of NFkB transloc inh, no call of its own (marks repeat the call); cell count; measured here: cells passing quality filter;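 raw number of nuclei counted in each imaged well without normalization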
IL1B NFkB pot cell count 2 µM: second read-out of IL1B NFkB pot, no call of its own (marks repeat the call); cell count; measured here: cells passing quality filter
Active calls of the source: *. These rows are one share of the data, so the mix of outcomes need not match the whole.

Results for CC(=O)NC(CCS(C)(=O)=O)C(=O)Nc1ccc(Cl)c(Cl)c1 (stereo not given) ?
PLAP inhibitors HTS: -10%; Bcl-B TR3 displacers: -8%; MRP resist rev: 2; MRP resist rev cytotoxicity: 99; MRP resist rev with doxorubicin: 97

How did O=[N+]([O-])c1ccc(O)c(/C=N/Nc2ccc(Cl)nn2)c1 do in these assays?
NFkB transloc inh: -23; PLAP inhibitors HTS: -15%; Bcl-B TR3 displacers: -17%; IL1B NFkB pot: 23; NFkB transloc inh cell count 2 µM: 192; IL1B NFkB pot cell count 2 µM: 192

Results for Cc1ccc(/C=N/n2nnnc2N)cc1[N+](=O)[O-] ?
NFkB transloc inh: 8; PLAP inhibitors HTS: 8%; Bcl-B TR3 displacers: 4%; IL1B NFkB pot: -8; NFkB transloc inh cell count 2 µM: 98; IL1B NFkB pot cell count 2 µM: 98

What do the screens show for `O=C(CN(Cc1ccc(F)cc1)C(=O)CCC(=O)Nc1ccccn1)NCc1ccco1`?
NFkB transloc inh: -13; PLAP inhibitors HTS: -7%; Bcl-B TR3 displacers: 21%; IL1B NFkB pot: 13; MRP resist rev: 13; MRP resist rev cytotoxicity: 97; MRP resist rev with doxorubicin: 84; NFkB transloc inh cell count 2 µM: 115; IL1B NFkB pot cell count 2 µM: 115

What do the screens show for `CC(NC(=O)c1noc2c1CCCC2)c1ccccc1` (stereo not given)?
NFkB transloc inh: -35; PLAP inhibitors HTS: -5%; Bcl-B TR3 displacers: 11%; IL1B NFkB pot: 35; MRP resist rev: 16; MRP resist rev cytotoxicity: 101; MRP resist rev with doxorubicin: 85; NFkB transloc inh cell count 2 µM: 151; IL1B NFkB pot cell count 2 µM: 151

What do the screens show for `CC(=O)Nc1ccccc1OCC(=O)c1ccc2c(c1)OCO2`?
NFkB transloc inh: -17; PLAP inhibitors HTS: 5%; Bcl-B TR3 displacers: 13%; IL1B NFkB pot: 17; MRP resist rev: 20; MRP resist rev cytotoxicity: 90; MRP resist rev with doxorubicin: 70; NFkB transloc inh cell count 2 µM: 134; IL1B NFkB pot cell count 2 µM: 134

How did Cc1cccc(C(=O)NN2C(=O)C3C(c4ccccc4)C=CC(c4ccccc4)C3C2=O)c1 (stereo not given) do in these assays?
PLAP inhibitors HTS: -11%; Bcl-B TR3 displacers: 4%

How did COc1ccc(CC(=O)N2CC(C)CC(C)C2)cc1 (stereo not given) do in these assays?
NFkB transloc inh: -11; PLAP inhibitors HTS: -4%; Bcl-B TR3 displacers: -4%; IL1B NFkB pot: 11; MRP resist rev: 7; MRP resist rev cytotoxicity: 102; MRP resist rev with doxorubicin: 94; NFkB transloc inh cell count 2 µM: 176; IL1B NFkB pot cell count 2 µM: 176

What do the screens show for `CCCCN(C(=O)NC(=O)Nc1c(C)cc(C)cc1C)S(C)(=O)=O`?
NFkB transloc inh: -6; PLAP inhibitors HTS: -1%; Bcl-B TR3 displacers: -5%; IL1B NFkB pot: 5; MRP resist rev: -5; MRP resist rev cytotoxicity: 97; MRP resist rev with doxorubicin: 102; NFkB transloc inh cell count 2 µM: 170; IL1B NFkB pot cell count 2 µM: 170

Results for CCOc1cc(C2C(C(=O)O)c3cc(OCC)c(OCC)cc3C(=O)N2C)ccc1O (stereo not given) ?
PLAP inhibitors HTS: -12%; Bcl-B TR3 displacers: -7%; MRP resist rev: -17; MRP resist rev cytotoxicity: 89; MRP resist rev with doxorubicin: 105

Sorted by number of heavy atoms (lowest first): some entries from above
Results for Cc1ccc(/C=N/n2nnnc2N)cc1[N+](=O)[O-] ?
NFkB transloc inh: 8; PLAP inhibitors HTS: 8%; Bcl-B TR3 displacers: 4%; IL1B NFkB pot: -8; NFkB transloc inh cell count 2 µM: 98; IL1B NFkB pot cell count 2 µM: 98

What do the screens show for `CC(NC(=O)c1noc2c1CCCC2)c1ccccc1` (stereo not given)?
NFkB transloc inh: -35; PLAP inhibitors HTS: -5%; Bcl-B TR3 displacers: 11%; IL1B NFkB pot: 35; MRP resist rev: 16; MRP resist rev cytotoxicity: 101; MRP resist rev with doxorubicin: 85; NFkB transloc inh cell count 2 µM: 151; IL1B NFkB pot cell count 2 µM: 151

Results for CCOc1cc(C2C(C(=O)O)c3cc(OCC)c(OCC)cc3C(=O)N2C)ccc1O (stereo not given) ?
PLAP inhibitors HTS: -12%; Bcl-B TR3 displacers: -7%; MRP resist rev: -17; MRP resist rev cytotoxicity: 89; MRP resist rev with doxorubicin: 105

What do the screens show for `O=C(CN(Cc1ccc(F)cc1)C(=O)CCC(=O)Nc1ccccn1)NCc1ccco1`?
NFkB transloc inh: -13; PLAP inhibitors HTS: -7%; Bcl-B TR3 displacers: 21%; IL1B NFkB pot: 13; MRP resist rev: 13; MRP resist rev cytotoxicity: 97; MRP resist rev with doxorubicin: 84; NFkB transloc inh cell count 2 µM: 115; IL1B NFkB pot cell count 2 µM: 115

The list continues.
How did COc1ccc(OCCSc2nc3ccccc3n2CC(=O)O)cc1 do in these assays?
NFkB transloc inh: -10; PLAP inhibitors HTS: 12%; Bcl-B TR3 displacers: -7%; IL1B NFkB pot: 9; MRP resist rev: 17; MRP resist rev cytotoxicity: 98; MRP resist rev with doxorubicin: 81; NFkB transloc inh cell count 2 µM: 150; IL1B NFkB pot cell count 2 µM: 150

What do the screens show for `Cc1cc(Nc2ccccc2)n(CCOC(=O)COc2ccccc2)n1`?
NFkB transloc inh: -9; PLAP inhibitors HTS: -18%; Bcl-B TR3 displacers: 9%; IL1B NFkB pot: 9; MRP resist rev: 14; MRP resist rev cytotoxicity: 99; MRP resist rev with doxorubicin: 86; NFkB transloc inh cell count 2 µM: 192; IL1B NFkB pot cell count 2 µM: 192

Results for O=C(O)CN(c1ccc(F)cc1)S(=O)(=O)c1ccc2c(c1)OCCO2 ?
NFkB transloc inh: -31; PLAP inhibitors HTS: -2%; Bcl-B TR3 displacers: -2%; IL1B NFkB pot: 31; NFkB transloc inh cell count 2 µM: 145; IL1B NFkB pot cell count 2 µM: 145

Results for Cc1cc(N2CCOCC2)ccc1/C=C1\SC(=O)N(C(C)C)C1=O ?
PLAP inhibitors HTS: 8%; Bcl-B TR3 displacers: -98%

How did COCCCNC(=O)c1ccc(N2CCOCC2)c(NS(=O)(=O)c2ccc(OC)cc2)c1 do in these assays?
PLAP inhibitors HTS: -25%; Bcl-B TR3 displacers: -12%; MRP resist rev: 16; MRP resist rev cytotoxicity: 105; MRP resist rev with doxorubicin: 88

How did O=C1C2CCCCN2C(=O)N1CCCCN1CCN(c2ccc([N+](=O)[O-])cc2)CC1 (stereo not given) do in these assays?
NFkB transloc inh: 19; PLAP inhibitors HTS: 7%; Bcl-B TR3 displacers: -5%; IL1B NFkB pot: -19; NFkB transloc inh cell count 2 µM: 172; IL1B NFkB pot cell count 2 µM: 172

How did COc1cccc(NC(=O)CC2COc3ccccc3O2)c1 (stereo not given) do in these assays?
NFkB transloc inh: -6; PLAP inhibitors HTS: 20%; Bcl-B TR3 displacers: -11%; IL1B NFkB pot: 6; MRP resist rev: 15; MRP resist rev cytotoxicity: 88; MRP resist rev with doxorubicin: 73; NFkB transloc inh cell count 2 µM: 189; IL1B NFkB pot cell count 2 µM: 189

How did Cn1c(C(=O)NCCc2ccsc2)cc2c(=O)n(C)c3ccccc3c21 do in these assays?
NFkB transloc inh: -7; PLAP inhibitors HTS: 9%; Bcl-B TR3 displacers: -2%; IL1B NFkB pot: 7; MRP resist rev: 2; MRP resist rev cytotoxicity: 104; MRP resist rev with doxorubicin: 102; NFkB transloc inh cell count 2 µM: 45; IL1B NFkB pot cell count 2 µM: 45

What do the screens show for `CC1=CC(C)(C)N2C(=O)C3(C(C#N)=C(N)OC4=C3C(=O)CCC4)c3c(C)c(C)cc1c32` (stereo not given)?
NFkB transloc inh: -16; PLAP inhibitors HTS: -2%; Bcl-B TR3 displacers: -16%; IL1B NFkB pot: 16; NFkB transloc inh cell count 2 µM: 116; IL1B NFkB pot cell count 2 µM: 116

What do the screens show for `CCC(Sc1nc2n[nH]c(C)c2c(=N)n1-c1cccc(Cl)c1C)C(=O)N(CC)CC` (stereo not given)?
NFkB transloc inh: -1; PLAP inhibitors HTS: -27%; Bcl-B TR3 displacers: 3%; IL1B NFkB pot: 1; NFkB transloc inh cell count 2 µM: 111; IL1B NFkB pot cell count 2 µM: 111

Results for COc1ccc(OCC(O)CON2C(=O)c3ccccc3C2=O)cc1 (stereo not given) ?
NFkB transloc inh: 4; PLAP inhibitors HTS: 12%; Bcl-B TR3 displacers: 0%; IL1B NFkB pot: -4; MRP resist rev: 4; MRP resist rev cytotoxicity: 103; MRP resist rev with doxorubicin: 99; NFkB transloc inh cell count 2 µM: 149; IL1B NFkB pot cell count 2 µM: 149

Results for O=CN1CCN(C(C(=O)NC2CCCC2)c2ccc(Cl)cc2)CC1 (stereo not given) ?
NFkB transloc inh: -29; PLAP inhibitors HTS: -26%; Bcl-B TR3 displacers: -6%; IL1B NFkB pot: 29; MRP resist rev: 10; MRP resist rev cytotoxicity: 89; MRP resist rev with doxorubicin: 79; NFkB transloc inh cell count 2 µM: 193; IL1B NFkB pot cell count 2 µM: 193

How did O=C(NCc1ccco1)C1CCCN(S(=O)(=O)Cc2ccccc2)C1 (stereo not given) do in these assays?
NFkB transloc inh: 15; PLAP inhibitors HTS: -4%; Bcl-B TR3 displacers: 4%; IL1B NFkB pot: -15; MRP resist rev: -12; MRP resist rev cytotoxicity: 100; MRP resist rev with doxorubicin: 112; NFkB transloc inh cell count 2 µM: 148; IL1B NFkB pot cell count 2 µM: 148

What do the screens show for `CC(/C=C/c1ccccc1)=N\NC(=O)C1CC1(C)c1ccccc1` (stereo not given)?
NFkB transloc inh: 5; IL1B NFkB pot: -5; MRP resist rev: -9; MRP resist rev cytotoxicity: 68; MRP resist rev with doxorubicin: 77; NFkB transloc inh cell count 2 µM: 69; IL1B NFkB pot cell count 2 µM: 69

What do the screens show for `COc1cccc(-c2nnc(N(C)C(=O)c3ccno3)s2)c1`?
NFkB transloc inh: -30; PLAP inhibitors HTS: 6%; Bcl-B TR3 displacers: -7%; IL1B NFkB pot: 30; MRP resist rev: 2; MRP resist rev cytotoxicity: 100; MRP resist rev with doxorubicin: 99; NFkB transloc inh cell count 2 µM: 113; IL1B NFkB pot cell count 2 µM: 113

What do the screens show for `Cn1c(=O)c2c(nc(NCC3CCCO3)n2C)n(C)c1=O` (stereo not given)?
NFkB transloc inh: 4; PLAP inhibitors HTS: 3%; Bcl-B TR3 displacers: -6%; IL1B NFkB pot: -3; MRP resist rev: -1; MRP resist rev cytotoxicity: 90; MRP resist rev with doxorubicin: 91; NFkB transloc inh cell count 2 µM: 76; IL1B NFkB pot cell count 2 µM: 76

How did O=C(CCC(=O)N(c1cccc(F)c1)C(C(=O)NC1CCCC1)c1ccncc1)Nc1cccnc1 (stereo not given) do in these assays?
NFkB transloc inh: -6; IL1B NFkB pot: 6; MRP resist rev: 12; MRP resist rev cytotoxicity: 98; MRP resist rev with doxorubicin: 86; NFkB transloc inh cell count 2 µM: 129; IL1B NFkB pot cell count 2 µM: 129

What do the screens show for `CCOC(=O)c1c(N)c(C#N)nn1-c1ccccc1C(=O)OC`?
NFkB transloc inh: -6; PLAP inhibitors HTS: 18%; Bcl-B TR3 displacers: -8%; IL1B NFkB pot: 6; MRP resist rev: -5; MRP resist rev cytotoxicity: 105; MRP resist rev with doxorubicin: 110; NFkB transloc inh cell count 2 µM: 100; IL1B NFkB pot cell count 2 µM: 100

How did CC(=O)/C=C/c1ccc2ccccc2n1 do in these assays?
NFkB transloc inh: 22; PLAP inhibitors HTS: -6%; Bcl-B TR3 displacers: -10%; IL1B NFkB pot: -22; MRP resist rev: 0; MRP resist rev cytotoxicity: 1; MRP resist rev with doxorubicin: 1; NFkB transloc inh cell count 2 µM: 166; IL1B NFkB pot cell count 2 µM: 166

Screens (PubChem BioAssay)
